# DT40 TDP1 CPT = growth inhibition of DT40 Tdp1-/-;hTDP1 cells with camptothecin (screen for TDP1 inhibitors); chicken DT40 Tdp1-/-;hTDP1 cells + 20 nM CPT, ATP luminescence, 48 h; Potency, µM (titrated, usually from 46.2 µM), for inactives: at the highest dose activity change, negative = growth inhibition, usual class: inhibitors; 12% of 420,000 active; AID 686979; note: nearly all actives have a fitted effect of over 55% in size
#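 Cell growth measured by CellTiter-Glo luminescence after a minimum 48 h, 37 C compound exposure with 20 nM CPT in Tdp1-knockout DT40 cells stably expressing hTDP1, seeded 400/well; qHTS titration format.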
# FEN1 inhibitor = human FEN1 inhibition; P39748; Recombinant FEN1 flap cleavage, fluorescence, 15 min; Potency, µM (highest dose often 114 µM), for the others: at the highest dose activity change, negative = inhibition, usual class: inhibitors; 0.35% of 390,000 active; AID 588795; note: nearly all actives have a fitted effect of over 65% in size
# Target sequence (P39748 whole entry, looked up): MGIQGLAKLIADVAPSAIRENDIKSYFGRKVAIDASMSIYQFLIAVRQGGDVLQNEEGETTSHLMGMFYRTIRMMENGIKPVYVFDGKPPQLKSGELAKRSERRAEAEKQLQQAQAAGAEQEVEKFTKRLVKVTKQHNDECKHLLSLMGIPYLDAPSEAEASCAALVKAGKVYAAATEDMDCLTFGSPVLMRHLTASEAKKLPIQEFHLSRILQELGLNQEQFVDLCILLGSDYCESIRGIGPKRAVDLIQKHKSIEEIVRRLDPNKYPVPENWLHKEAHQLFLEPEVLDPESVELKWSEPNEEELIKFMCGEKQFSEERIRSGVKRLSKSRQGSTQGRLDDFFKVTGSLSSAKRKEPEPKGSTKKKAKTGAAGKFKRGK
#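 Potency values derive from four-parameter Hill fits of normalized qHTS data. The reaction used 10 nM FEN1 preincubated 15 min at room temperature with compound, then 50 nM DNA substrate, read at 0 and 15 min.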
# N370S GC = inhibits or activates N370S mutant glucocerebrosidase. AID 2101. 0.092% of 330,000 active. Potency, µM (top dose mostly 59.4 µM), inactives show top-dose activity change, negative = inhibition, usual class: inhibitors. P04062. N370S GC spleen homogenate, 4MU-glucoside fluorescence;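 note: 0% = full enzyme activity and -100% = no enzyme basal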
# Starred values were filed as active, the others as inactive; ? = inconclusive; / = not tested or not shown; & = joins results of further samples; [ ] = dose if it differs, or a comment. Calls come from the whole dose curve; as a rule, active = well fitted curve in the direction sought with a large enough effect; inconclusive = small, poorly fitted or top-dose-only effect, or another doubt; inactive = no such curve, though single readings can be large; an effect the other way counts as inactive or inconclusive. Unless noted, % is set by controls: 0 for no effect and ±100 for the full control effect; potency is the fitted concentration of half-maximal effect. A portion of the library, so the mix of outcomes need not match the whole.
# The line under a structure holds: N370S GC, FEN1 inhibitor, DT40 TDP1 CPT
- COc1ccc2ccccc2c1C(=O)/C=C\c1ccoc1
→ ?, -12%, ?
- CCCN(CCC)CCNC(=O)C1CCN(c2nc3ccc(CC)cc3s2)CC1
→ /, -12%, 8.2µM*
- Cc1ccc(S(=O)(=O)N(C)C)cc1NC(=O)c1ccccc1SCC(=O)N1CCCC1
→ /, -1%, -10%
- CCC1C(=O)N=C(SCC(=O)Nc2ccc(S(N)(=O)=O)cc2)NC1=O (configuration not stated)
→ 5%, 2%, 4%
- CCOc1ccc(NC(=S)N(CCOC)C(C)c2cccnc2)cc1 (configuration not stated)
→ 0%, 4%, 15%
- CC(=O)OCC1CC(COC(C)=O)C(COC(C)=O)CC1COC(C)=O (configuration not stated)
→ /, 2%, -25%
- CSCC[C@H](NC(=O)[C@@H]1CSC2c3ccccc3C(=O)N21)C(=O)NCc1ccco1 (some centres not stated)
→ 4%, 1%, -13%
- COCCCNC(=O)/C(C#N)=C/c1cccc(NC(=O)c2ccccc2Cl)c1
→ -1%, -7%, 2.6µM*
- Cc1cc2c3c(ccc(C)c3n1)N=CN2c1ccccc1
→ 0%, -23%, -28%
- COc1ccc(OC)c(CCNC(=O)c2cc3c(=O)oc4ccc(C)cc4c3s2)c1
→ /, -1%, 2%
- COc1ccc2oc(-c3ccc(C)c(NC(=O)c4ccc(-c5ccccc5[N+](=O)[O-])o4)c3)nc2c1
→ /, -11%, 18µM*
- O=C(CCN1C(=O)/C(=C\c2ccccc2)SC1=S)NNC(=O)c1cccnc1
→ -1%, -19%, ?
- COc1ccc(NC(=O)Nc2c(C)n(C)n(-c3ccccc3)c2=O)cc1
→ -2%, -1%, -4%
- CCOC(=O)c1cc(-c2ccc(F)cc2)n(CC(=O)NCc2cccnc2)c1C
→ 5%, -11%, -1%
- CCCCCCCCCCCNC(=O)c1ccoc1C
→ 0%, -22%, 21µM*
- COc1ccc(CNC(=O)COC(=O)CCN2C(=O)C3CC=CCC3C2=O)cc1OC (configuration not stated)
→ /, 8%, -7%
- Cc1ccc(-c2ccnc3cc(C)nn23)cc1
→ -2%, 1%, -10%
- CCOC(=O)c1[nH]c(C)c(C(=O)N(C)C)c1C
→ 2%, -4%, 10%
- CCOc1ccc(-c2ccc(NS(=O)(=O)c3ccc([N+](=O)[O-])cc3)cc2)nn1
→ -10%, 10%, ?
- CCc1sc(Nc2cccc(C)c2C)nc1-c1cc2cccc(OC)c2oc1=O
→ /, 10%, ?
- O=C(Nc1ccccn1)C1CCN(S(=O)(=O)c2ccccc2)CC1
→ /, -2%, -22%
- O=C(Nc1cccc(F)c1)N1CCN(C(=O)c2ccco2)CC1
→ -16%, 6%, -6%
- O=C1C=C(NCC2CCCO2)C2(CCCCC2)O1 (configuration not stated)
→ -1%, 0%, -13%
- COc1ccccc1/C=C/C(=O)OCC(=O)Nc1nnc(-c2ccccc2)o1
→ 7%, -14%, -9%
- CC1=C(C(=O)OCCc2ccccc2)C(c2ccsc2)NC(=O)N1C (configuration not stated)
→ 3%, 6%, ?
- CCC1(c2ccccc2)NC(=O)N(CC(=O)Nc2ccccc2C(=O)NC2CC2)C1=O (configuration not stated)
→ -1%, 8%, -4%
- Cc1cc(NC(=O)CS(=O)(=O)c2cn(Cc3ccc(F)cc3)c3ccccc23)no1
→ -22%, 3%, 21µM*
- NC[C@H](Cc1ccccc1)NCCc1cc(C(F)(F)F)cc(C(F)(F)F)c1
→ /, -16%, ?
- COc1ccc(C(=O)C[n+]2cc(-c3ccc(OC)cc3)n3c2CCCC3)cc1
→ -3%&-2%, 2%&18%, 9.2µM*
- O=C(Nc1ccccc1F)c1ccc(Cn2nc(N3CCN(c4ccccc4)CC3)ccc2=O)o1
→ /, 2%, 23µM*

# Ordered by number of heavy atoms (smallest number first): three of the compounds above.
# The line under a structure holds: N370S GC, FEN1 inhibitor, DT40 TDP1 CPT
- CCOC(=O)c1[nH]c(C)c(C(=O)N(C)C)c1C
→ 2%, -4%, 10%
- CCC1C(=O)N=C(SCC(=O)Nc2ccc(S(N)(=O)=O)cc2)NC1=O (configuration not stated)
→ 5%, 2%, 4%
- COc1ccc(CNC(=O)COC(=O)CCN2C(=O)C3CC=CCC3C2=O)cc1OC (configuration not stated)
→ /, 8%, -7%

# Later entries
# The line under a structure holds: N370S GC, FEN1 inhibitor, DT40 TDP1 CPT
- N#Cc1c(NC(=O)CSC2=NCCS2)sc2c1CCCC2
→ 6%[2.35 µM], -17%, ?
- COc1ccc(C(C(=O)NCC2CCCO2)N(C(=O)CNC(=O)c2ccco2)c2ccc(C)c(C)c2)cc1OC (configuration not stated)
→ 2%, 6%, 3%
- CCOc1ccc(CN2CCNC(=O)C2CC(=O)NCCCC2CCCC2)cc1 (configuration not stated)
→ -14%, -3%, 16µM*
- CCN(CC)c1ncc(C)c(=O)[nH]1
→ 5%, 8%, 16%
- CC(=O)Nc1ccc(NC(=O)COC(=O)c2c(-c3ccccc3)noc2C)cc1
→ /, -5%, ?
- O=C(NC1=NCCS1)c1ccc2c(c1)C(=O)N(Cc1ccco1)C2=O
→ 3%, -2%, 3%
- COc1ccc(S(=O)(=O)N2CCOCC2)cc1NC(=O)CSc1nc(C)c(C)c(C)n1
→ /, -5%, ?
- Nc1nonc1-n1nnc(C(=O)N/N=C/c2cccc(F)c2)c1CN1CCCC1
→ /, 16%, 1%
- Cc1cccc(OCC(=O)NC2CCCC2)c1
→ 1%, 4%, -10%
- COc1cccc(C2=NN(C(C)=O)C(c3cn(-c4ccccc4)nc3-c3cccs3)C2)c1 (configuration not stated)
→ /, -7%, 5%
- Cc1cc(O)c(C(C)C)cc1N=Cc1ccccc1O
→ -2%, ?, 3.7µM*
- CCOC(=O)/C=C1\SCC(=O)N1CC(=O)Nc1cccc(F)c1
→ 2%, 7%, 2%
- COc1ccc(C(=O)N/C(=C\c2cn(C)c3ccccc23)C(=O)OCCN(C)C)cc1
→ -6%, 5%, -3%
- O=C(Nc1ccccc1)C(=O)c1c[nH]c2ccccc12
→ 7%, 5%, -8%
- CCOc1ccc2nc(NC(=S)NCc3ccccc3)sc2c1
→ 7%, -1%, ?
- Cc1cccc2cc(COC(=O)C(C)C)c(=O)[nH]c12
→ 15%, -9%, 5%
- COC(=O)c1c(C)n(-c2ccc(OC)cc2)c2ccc(O)cc12
→ -2%, -8%, 12µM*
- COc1cc(NC(=O)Cn2c(C)cc(C)c(C#N)c2=O)cc(OC)c1
→ /, 4%, 1%
- Cc1cc(C)n(/N=C/c2ccccc2O)c(=O)c1
→ -3%, -2%, 8%
- COc1ccc(-c2nnn(CC(=O)N(Cc3cccs3)C(C)C(=O)NCCC(C)C)n2)cc1OC (configuration not stated)
→ -18%, 1%, 15µM*
- CCOC(=O)c1cc(-c2ccccc2)nc2c1c(C)nn2-c1ccccn1
→ 11%, -7%, ?
- COc1cc(/C=N/Nc2nc(Nc3ccc(C)cc3)nc(-n3nc(C)cc3C)n2)cc(OC)c1OC
→ 14%, -16%, 4.6µM*
- CCOc1ccc(-c2csc3nc[nH]c(=O)c23)cc1
→ -3%, 5%, -27%
- Clc1nc(NCc2cccnc2)nc(N2CCOCC2)n1
→ -7%, -10%, -2%
- OC(COc1ccc(Cl)cc1Cl)Cn1ccnc1 (configuration not stated)
→ 1%, 6%, 4%
- CCOc1ccc(C2/C(=C(\O)c3c(C)[nH]c(C(=O)OC)c3C)C(=O)C(=O)N2CCN(C)C)cc1 (configuration not stated)
→ -6%, 3%, -17%
- COc1ccc(OC)c(NC(=O)CC(Cc2ccccc2OC)C(=O)O)c1 (configuration not stated)
→ -2%, -1%, ?
- COc1ccc(NC(=O)c2sc3cc(C(F)(F)F)cnc3c2-c2cccs2)cc1
→ -4%, -16%, -26%
- CC1Sc2ccc(S(=O)(=O)CCC(=O)NC3CCCCC3C)cc2NC1=O (configuration not stated)
→ ?, -15%, ?
- COc1cccc(N2C(=O)CC(NNC(=O)c3cccs3)C2=O)c1 (configuration not stated)
→ -1%, -2%, 5%

# Following part:
# The line under a structure holds: N370S GC, FEN1 inhibitor, DT40 TDP1 CPT
- CCC/C=C(\CCC)C(NC(=O)OCC(C)C)c1ccc(C(=O)OC)cc1 (configuration not stated)
→ 5%&0%, -4%, 23µM*
- CC(=O)N1N=C(c2ccc(C)cc2)CC1c1ccc2c(c1)OCO2 (configuration not stated)
→ 11%, -7%, 0%
- O=C(NCc1ccccc1)c1ccc(C2SCC(=O)N2Cc2ccccc2)cc1 (configuration not stated)
→ -5%, 5%, -17%
- Cc1cc(N2C(=O)C(=O)/C(=C(/O)c3ccc(F)cc3)C2c2ccc(Cl)cc2)no1 (configuration not stated)
→ -2%, 4%, ?
- Cn1cccc1C(=O)NC(=O)COC(=O)c1ccccc1O
→ 8%, -11%, -13%
- O=[N+]([O-])c1cc(-c2nc(-c3ccccc3)no2)ccc1N1CCCCC1
→ /, -1%, -17%
- COc1ccc2c(=O)cc(CO)oc2c1
→ /, 32%, ?
- Cc1nc(SCC(=O)N2CC(C)OC(C)C2)nc(C)c1C (configuration not stated)
→ -4%, 0%, -2%
- O=C(Nc1ccccc1)N1CCC(C(=O)N(Cc2ccco2)Cc2cccs2)CC1
→ -8%, -4%, -25%
- O=S(=O)(N1CCCCCC1)N1CCNCC1
→ 3%, 2%, 5%
- Cc1ccc2nsnc2c1S(=O)(=O)N1CCN(CCc2ccccc2)CC1
→ -11%, -18%, -10%
- CN1CCC(NC(=O)CCc2ccccc2)CC1
→ -3%, 4%, 1%
- Cc1cnc(C(=O)OCC(=O)NC(C)C)cn1
→ ?, -3%, 2%
- Cc1ccc(-n2c(C)cc(/C=N/NC(=O)c3ccncc3)c2C)cc1
→ 1%, 5%, ?
- O=C(N[C@@H](c1ccccc1)[C@@H]1C[C@H]1C(=O)NCc1ccccn1)OCc1ccccc1
→ 5%&5%, -11%, -22%
- CC12CCC(C1)C(C)(C)C2OC(=O)c1ccccc1C(=O)O (configuration not stated)
→ -1%, -1%, -23%
- COc1ccc(CCNC(=O)Cn2ccc3c(OC)cccc3c2=O)cc1OC
→ -1%, 0%, ?
- CN(c1ccccc1)c1nc(N)c([N+](=O)[O-])c(Nc2ccccc2)n1
→ -8%, -23%, ?
- COCCNC(=O)c1onc(CCl)c1C(=O)OC
→ 11%, -12%, ?
- COc1ccc(N2C(=O)C(Cl)=C(Nc3ccc(OC)cc3OC)C2=O)cc1
→ 15%, -3%, 2%
- Cc1ccc(S(=O)(=O)N2CCCCC2)cc1C(=O)OC(C)C(=O)NCC1CCCCC1 (configuration not stated)
→ -3%, -10%, ?
- Cc1cccc(NC(=O)COc2ccc(Br)cc2)n1
→ 5%, -4%, -2%
- CCCn1c(C2CCCN2c2nc(-c3ccc(OC)cc3)cs2)nc2ccccc21 (configuration not stated)
→ -5%, -24%, ?
- COc1cccc(NC(=O)N2CCCC2C(=O)NCc2ccccc2F)c1 (configuration not stated)
→ 7%, 2%, 4%
- Cc1cc(C)c2oc(-c3cccc(NC(=O)COc4ccc(Cl)cc4C)c3C)nc2c1
→ /, 2%, 5µM*
- COc1cc(OC)c(NC(=O)CCc2c(C)nc3ncnn3c2C)cc1Cl
→ /, 14%, 15%
- O=C(COC(=O)c1ccccc1O)NC12CC3CC(CC(C3)C1)C2
→ /, -12%, 12µM*
- CCOc1ccccc1C(=O)Nn1c(C2CCC2)nc2ccccc2c1=O
→ 9%, 7%, 9.2µM*
- COC(=O)c1cc(NC(=O)c2cc(C(C)(C)C)nn2Cc2cccc(C)c2)ccc1N1CCOCC1
→ 16%, ?, ?
- Cc1ccc(/C=C/C(=O)Nc2nccs2)o1
→ -4%, -2%, ?

# The listing continues.
# The line under a structure holds: N370S GC, FEN1 inhibitor, DT40 TDP1 CPT
- O=C(NCCCCc1ccccc1)c1ccccc1
→ 4%, 6%, ?
- CC(Oc1cc(F)ccc1[N+](=O)[O-])C(=O)Nc1ccc(S(=O)(=O)N2CCCC2)cc1 (configuration not stated)
→ 29%, -21%, ?
- CC(C)(C)c1ccc(C(=O)NC(CC(=O)O)c2ccc(OC3CCCC3)cc2)cc1 (configuration not stated)
→ -2%, 3%, 1%
- COc1ccc(Cl)c(NCCC(=O)O)c1
→ 2%, -7%, -8%
- CCc1ccc(/C=C2/Sc3ccccc3N(CC(=O)NCCCN3CCOCC3)C2=O)cc1
→ ?, 9%, ?
- COc1cccc(-c2nc(NCc3cccs3)c3ccccc3n2)c1
→ ?, /, ?
- O=C(c1ccccc1)c1ccc(OCC(O)CNCc2ccc(Cl)cc2)cc1 (configuration not stated)
→ ?, 2%, ?
- CCCN(C(=O)Cc1coc2cc(OC)ccc12)C1CCS(=O)(=O)C1 (configuration not stated)
→ /, 0%, -1%

# Complete entries from above:
# `COc1cccc(-c2nc(NCc3cccs3)c3ccccc3n2)c1` is entered as N370S GC: ?; FEN1 inhibitor: /; DT40 TDP1 CPT: ?
# `CCCN(C(=O)Cc1coc2cc(OC)ccc12)C1CCS(=O)(=O)C1` (configuration not stated) is entered as N370S GC: /; FEN1 inhibitor: 0%; DT40 TDP1 CPT: -1%
# `CCc1ccc(/C=C2/Sc3ccccc3N(CC(=O)NCCCN3CCOCC3)C2=O)cc1` is entered as N370S GC: ?; FEN1 inhibitor: 9%; DT40 TDP1 CPT: ?

# Screens (PubChem)
